From PubChem BioAssay
XIAP antagonists – small molecules displacing peptide from XIAP – biochemical, IAP family, fluorescence polarization (AID 1018). displacement, % at 20 µM, or IC50 in µM where a hit was titrated. 200,000 compounds, 0.007% hits. XIAP BIR domain, fluorescence polarization peptide displacement; higher % means a stronger effect; in the data active = displacement above about 50%; note: a part of the inactive calls stands beside numbers as strong as those of hits
SV40 large T antigen – TAg ATPase/helicase activity blockers – biochemical (AID 1903); SV40 large T antigen ATPase/helicase inhibition assay; higher % means a stronger effect; 310,000 compounds, 0.39% hits; inhibition, % at 20 µM; hits with a dose series show IC50 in µM; in the data active = a potency from the dose series; inconclusive = inhibition mostly from about 32% at the one dose, without a potency; inactive = the rest, 99 in 100 with inhibition below about 32%; note: strong numbers were not always called active
NS5 inhibitors – flavivirus cap methylation enzyme inhibition – biochemical, confirmation dose response, primary screen (AID 588689) | Dengue-2 NS5 methyltransferase capping enzyme assay, biochemical; higher % means a stronger effect | inhibition, % at 25 µM; hits with a dose series show IC50 in µM | 340,000 compounds, 0.3% hits; in the data active = a potency from the dose series; inconclusive = inhibition above about 29% without an active follow-up result
RSV antiviral HEp-2 – RSV antiviral activity via CPE protection, HEp-2 cells, primary 10 µM value included (AID 2391) | CPE inhibition, % at 10 µM; hits with a dose series show IC50 in µM | HEp-2 cells, RSV-induced CPE inhibition; higher % means a stronger effect | 310,000 compounds, 0.13% hits; in the data active = a potency from the dose series; inconclusive = CPE inhibition mostly from about 23% at the one dose, without a potency; inactive = the rest, 99 in 100 with CPE inhibition below about 21%; note: strong numbers were not always called active
AID2073 – disruptors of CaV2.2 binding to Mint1 – biochemical, HTRF (AID 2073); HTRF protein-protein interaction, Mint1-CaV2.2; higher % means a stronger effect; 290,000 compounds, 0.19% hits; inhibition, % at 20 µM, or IC50 in µM where a hit was titrated; in the data active = inhibition mostly above about 51%, no sharp cut-off; inconclusive = no clear call, values can overlap the other calls; inactive = mostly below about 53%; note: some results filed as inactive read as strong as hits
Siah-1 displacement – blockers of Siah-1 interaction with plectin peptide – biochemical, fluorescence polarization, rhodamine-plectin, uHTS, primary screen (AID 1817); Siah-1 / rhodamine-plectin peptide fluorescence polarization; higher % means a stronger effect; 290,000 compounds, 0.02% hits; one-dose displacement, % at 20 µM; IC50 in µM for titrated hits;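 active = displacement of at least 50% at 20 µM, with a fluorescence ratio check between 0.3 and a set limit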;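 note: plate controls were Siah plus tracer with DMSO for no effect and tracer alone without Siah for full effect; strong numbers were not always called active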
LYP inhibition – inhibitors of LYP phosphatase, biochemical, fluorescence intensity, uHTS (AID 1779) | recombinant LYP phosphatase, fluorescence intensity; higher % means a stronger effect | inhibition, % at 11.5 µM; hits with a dose series show IC50 in µM | 290,000 compounds, 0.054% hits; in the data active = inhibition above about 50%;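 note: plate controls were vehicle with enzyme for no effect and no enzyme for full effect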
Rac1 GTP hydrolysis – MgcRacGAP GTPase-activating activity inhibitors, confirmation, biochemical, ADP Hunter fluorescence; 340,000 compounds, 0.6% hits; MgcRacGAP-stimulated Rac1 GTP hydrolysis, ADP Hunter fluorescence; higher % means a stronger effect; GST-tagged Rac1 F28L mutant substrate; inhibition, % at 30 µM, or IC50 in µM where a hit was titrated;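 active = first-screen hits whose inhibition reached a set limit at any dose in the follow-up dose series; inconclusive = inhibition above the set first-screen limit but never retested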;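 note: fluorescence reports GDP produced by GAP-driven GTP hydrolysis; strong numbers were not always called active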
HIV fusion peptide – inhibitors of HIV fusion peptide binding, primary screen, biochemical, uHTS, fluorescence dequenching (AID 1986); cell-free peptide binding, fluorescence dequenching, 30 min; higher % means a stronger effect; inhibition, % at 20 µM, or IC50 in µM where a hit was titrated; 290,000 compounds, 0.3% hits; in the data active = inhibition mostly above about 52%, no sharp cut-off; inactive = mostly below about 76%; note: some results filed as inactive read as strong as hits
Active calls of the source: *; u = inconclusive; x = no result given.

SMILES | XIAP antagonists | SV40 large T antigen | NS5 inhibitors | RSV antiviral HEp-2 | AID2073 | Siah-1 displacement | LYP inhibition | Rac1 GTP hydrolysis | HIV fusion peptide
COc1ccc(-c2cc3ccccc3n2CC(O)CN2CCC(C)CC2)cc1 (stereo not drawn) | -2.7% | 7.6% | -6.5% | -1.6% | 3.0% | 17.7% | -5.1% | 9.8% | 5.3%
COC(=O)[C@H](Cc1ccccc1)NC(=O)N1CCN(c2ccc(F)cc2)CC1 | x | 0.5% | -2.3% | 0.8% | -14.1% | -2.7% | -6.9% | 4.0% | 0.3%
CNC(=O)COC(=O)CCC(=O)c1ccc(Cl)cc1 | -6.0% | 15.8% | -6.1% | 0.4% | 8.8% | 3.9% | -1.8% | 4.2% | -0.2%
CCOc1ccc(NC(=O)CC2S/C(=N/N=C3CCCCCC3)NC2=O)cc1 (stereo not drawn) | x | 24.5% | -1.3% | 12.1% | 11.5% | -0.5% | -4.6% | 6.7% | 0.0%
Cc1ccccc1Nc1ccc([N+](=O)[O-])cn1 | x | 18.6% | x | 2.1% | -2.5% | 2.6% | 0.1% | 0.1% | 0.1%
COC(=O)c1ccccc1NC(=O)COc1ccc2c(c1)OCO2 | x | -4.8% | -8.0% | 1.4% | 1.1% | -6.2% | 0.3% | 7.2% | -0.1%
CCN/N=C(\Cc1nc2ccccc2[nH]1)c1ccccc1 | -5.3% | 25.4% | -13.5% | 0.8% | 12.5% | 5.1% | 3.5% | -0.6% | -1.1%
Fc1ccc(NC(=S)NCc2ccc3c(c2)OCO3)cc1 | -5.9% | 0.9% | -0.9% | -0.3% | 14.3% | 2.0% | -14.6% | 2.5% | 1.3%
CC(C)CN(C(=O)COC(=O)c1ccc(Br)cc1)c1c(N)n(Cc2ccccc2)c(=O)[nH]c1=O | x | 1.2% | -7.4% | -2.0% | x | x | x | 6.7% | x
NC(=O)N/N=C(/CCCCCC/C(=N\NC(N)=O)c1ccccc1)c1ccccc1 | x | 6.0% | x | x | -1.7% | -7.6% | -0.1% | x | -0.9%
COc1ccc(N2C(=O)C(Cl)=C(Nc3c(C)n(C)n(-c4ccccc4)c3=O)C2=O)cc1 | -3.1% | 18.2% | 10.9% | -0.6% | -11.5% | 4.5% | -7.8% | 14.8% | 2.8%
COc1ccc([C@H]2C=C(C(=O)O)O[C@@H](OCCCCO)C2)cc1 | x | 13.5% | 0.8% | 1.4% | 14.7% | 3.6% | -5.7% | -1.1% | 0.6%
CNc1ccc2nnc(C(F)(F)C(F)(F)C(F)(F)F)n2n1 | -8.3% | 14.7% | 7.3% | 1.8% | -8.7% | -1.3% | -10.3% | 11.9% | 0.3%
Cc1cc(C)c(C(=O)C(C)OC(=O)Cn2cnc3c2c(=O)n(C)c(=O)n3C)cc1C (stereo not drawn) | x | 8.7% | -2.9% | -0.9% | x | x | x | 5.1% | x
COc1cc2c(cc1OC)C(C)=NC1(CCCCC1)C2 | x | 13.4% | -3.9% | x | 38.9% | 3.4% | -20.1% | 6.4% | -0.6%
O=C(CCc1c[nH]c2ccccc12)N1CCN(c2ccc(O)cc2)CC1 | 0.7% | u | -0.7% | -1.1% | -15.3% | -6.4% | -6.6% | u | -3.6%
Cc1nn(C(C)C(=O)NCc2ccccc2)c(C)c1[N+](=O)[O-] (stereo not drawn) | -4.2% | 5.5% | -3.5% | 1.2% | -8.7% | 1.5% | 3.1% | 11.7% | -1.6%
O=C(Cn1cc(C(=O)c2cccs2)c2ccccc21)NC1CCCCC1 | -0.3% | 3.9% | -5.2% | 19.3% | 11.9% | 1.2% | -0.5% | 9.1% | -0.9%
COc1ccc(C)cc1NC(=O)CSc1ccc(Cl)cc1 | -3.9% | 10.1% | 3.6% | 7.4% | 12.4% | 3.2% | -1.7% | 6.5% | -2.8%
COc1ccc(CNC(=O)C(C)N=C2NS(=O)(=O)c3ccccc32)cc1OC (stereo not drawn) | -2.0% | -1.1% | -1.6% | 3.3% | 1.3% | -1.0% | -7.9% | 5.3% | 1.5%
O=C(C1CCCN(Cc2ccccc2[N+](=O)[O-])C1)N1CCCCC1 (stereo not drawn) | x | 1.4% | 0.0% | 0.5% | 0.3% | 6.0% | -8.9% | 5.4% | 0.2%
O=C(c1cccc(Br)c1)N1CCN(S(=O)(=O)N2CCOCC2)CC1 | 0.9% | 17.4% | 7.3% | 1.0% | -1.2% | 0.2% | 4.0% | 0.4% | 0.9%
c1cnc(NC2CCCCCC2)nc1 | -5.2% | 2.8% | -2.8% | 0.3% | 1.8% | 0.4% | -8.4% | 7.4% | 0.3%
COc1ccccc1C(=O)Nc1ccc(S(=O)(=O)Nc2cc(C)nc(C)n2)cc1 | 1.7% | 17.7% | -0.3% | 0.8% | 5.8% | -0.2% | -2.2% | 3.7% | 0.6%
CCc1ccc(-n2c(=S)sc3c(=O)n(-c4ccccc4OC)c(=S)[nH]c32)cc1 | -10.2% | 15.9% | 2.2% | 4.7% | 14.8% | -1.1% | 0.1% | 22.6% | 4.5%

Next section; the last 2 above are carried over.
SMILES | XIAP antagonists | SV40 large T antigen | NS5 inhibitors | RSV antiviral HEp-2 | AID2073 | Siah-1 displacement | LYP inhibition | Rac1 GTP hydrolysis | HIV fusion peptide
COc1ccccc1C(=O)Nc1ccc(S(=O)(=O)Nc2cc(C)nc(C)n2)cc1 | 1.7% | 17.7% | -0.3% | 0.8% | 5.8% | -0.2% | -2.2% | 3.7% | 0.6%
CCc1ccc(-n2c(=S)sc3c(=O)n(-c4ccccc4OC)c(=S)[nH]c32)cc1 | -10.2% | 15.9% | 2.2% | 4.7% | 14.8% | -1.1% | 0.1% | 22.6% | 4.5%
Cc1cccc(C(=O)Nc2ccccc2C(=O)NCc2ccco2)c1 | x | 23.0% | 3.3% | 2.5% | -1.1% | 11.9% | -5.9% | 7.1% | 0.3%
CCOC(=O)CSc1nnc(C)c(=O)[nH]1 | -4.4% | 13.3% | 1.1% | 0.6% | -5.1% | -1.4% | -8.5% | 8.7% | -2.2%
Cc1ccc(C2=NS(=O)(=O)N(C)C(C(=O)NCc3ccccc3)=C2)cc1 | x | 9.0% | -2.8% | 2.2% | 7.4% | 11.2% | -3.2% | 0.7% | -0.8%
Cc1cc(=O)oc2c3c(cc(OCC(=O)NCC(=O)O)c12)OC(C)(C)CC3 | x | 12.1% | 1.9% | 0.6% | 41.1% | -8.8% | -16.6% | 9.0% | -1.4%
CCc1ccc(NC(=O)N(CCCN2CCOCC2)C(C)c2cc3cccc(OC)c3o2)cc1 (stereo not drawn) | -5.3% | 2.9% | -3.2% | 3.1% | 2.0% | -4.2% | -2.3% | 10.0% | 1.5%
COc1ccc(C(=O)NC(=S)Nc2nnn(C)n2)cc1 | -7.3% | -1.1% | -1.4% | -0.1% | -7.9% | 1.9% | -2.7% | 8.5% | 0.1%
Cc1ccc(CN2CCN(/N=C/c3ccc(C)s3)CC2)cc1 | -0.3% | 16.3% | -9.1% | 0.1% | -14.3% | 2.2% | 1.2% | 8.4% | -0.8%
O=C(c1cc2ccccc2o1)N1CCN(C/C=C/c2ccccc2)CC1 | x | 4.4% | -9.1% | 3.5% | 11.7% | -4.1% | -8.1% | 4.3% | -0.1%
Cc1cc(C)c2sc(N(CCCN(C)C)C(=O)CN3C(=O)c4ccccc4C3=O)nc2c1 | -3.4% | 11.5% | -2.9% | -0.3% | -10.0% | -10.4% | -7.4% | 5.5% | -1.6%
Cc1cc(C)c2cc(CN(CCN(C)C)C(=O)Nc3ccccc3Cl)c(=O)[nH]c2c1 | -6.1% | 6.7% | 1.5% | 1.1% | -3.0% | -3.1% | -5.9% | 7.9% | 1.0%
Cc1nn(C)cc1CN(C)C(=O)c1nn2c(c1Br)NC(c1cccs1)CC2C(F)(F)F (stereo not drawn) | -4.2% | 5.2% | -4.6% | 1.7% | 5.8% | 0.7% | -5.6% | 12.4% | 1.0%
CCCCOC(=O)CCc1c(C)[nH]c(=S)[nH]c1=O | -0.2% | 4.8% | -8.6% | 14.3% | -14.5% | -1.9% | -3.5% | -6.6% | -0.9%
Cc1ccc(SCC(=O)Nc2ccc(N3CCOCC3)cc2)c(C)c1 | 0.9% | 10.3% | -1.5% | 3.4% | -10.4% | -0.5% | 0.0% | 3.3% | 0.9%
Cc1ccc(S(=O)(=O)Nc2cccc(-c3ccc(N4CCCCCC4)nn3)c2)cc1 | x | 9.1% | -0.9% | u | 21.1% | -3.6% | 1.9% | 11.3% | 0.9%
NC(=O)CC(NC(=O)c1ccccc1)c1ccc(N2CCC(Cc3ccccc3)CC2)c([N+](=O)[O-])c1 (stereo not drawn) | x | 16.1% | 6.6% | -4.4% | 5.5% | 0.9% | -2.0% | 13.0% | -2.2%
Cc1cc2c3c(c1)C1(C(=O)N3C(C)(C)CC2C)C(C#N)=C(N)OC2=C1C(=O)CC(C)(C)C2 (stereo not drawn) | -6.5% | 18.5% | 4.1% | -0.7% | 14.3% | 9.2% | -2.2% | 11.5% | 0.1%
O=C(COc1ccc([N+](=O)[O-])cc1)Nc1ccc(NC(=O)c2ccccc2)cc1 | x | 7.1% | 2.6% | 0.4% | 41.5% | -0.3% | -5.9% | 0.8% | -1.6%
CCC(=O)Nc1ccc(OC)cc1OC | -0.5% | 0.0% | 9.0% | -0.6% | -10.7% | -3.9% | 2.9% | 6.8% | 1.3%
CC1CCCN(C(=O)c2cc(F)c(F)cc2Cl)C1 (stereo not drawn) | -3.5% | 2.0% | -0.7% | -2.0% | -3.9% | 4.7% | -4.6% | 2.4% | 2.2%
CC1(C(=O)OCC(=O)c2c[nH]c3ccccc23)CC1(Cl)Cl (stereo not drawn) | -15.6% | 8.8% | -3.2% | 9.2% | 21.8% | -2.7% | -0.4% | 12.6% | 3.6%
CS(=O)(=O)N1CCN(C2Cc3ccccc3C2)CC1 | -4.4% | 7.2% | -3.5% | 1.8% | 15.3% | -2.8% | -6.9% | 4.9% | 4.6%
COC(=O)c1c(NC(=O)Cn2cnc([N+](=O)[O-])n2)sc2c1CCC(C)C2 (stereo not drawn) | 4.3% | 27.0% | 2.6% | 3.7% | -14.7% | -4.4% | 3.1% | 14.2% | -3.7%
COc1ccc(N2CC(C(=O)NCCc3ccc(Cl)cc3)CC2=O)c(OC)c1 (stereo not drawn) | x | 9.2% | 0.7% | -1.6% | x | x | x | 7.1% | x
COC(=O)c1cc(NC(=O)c2cccc([N+](=O)[O-])c2C)ccc1Cl | -3.5% | 8.2% | 6.5% | 2.8% | -1.0% | -0.4% | -8.4% | 0.2% | -2.8%
CC(/C=C/c1ccccc1)=N/NC(=O)CCC(=O)Nc1ccccc1C | -5.2% | 4.3% | 2.9% | 1.4% | -0.9% | 8.1% | -8.5% | 5.2% | -0.1%
Cc1oc2c(C)c3oc(=O)c4c(c3cc2c1C)CCC4 | -4.0% | 9.5% | 0.8% | x | 22.0% | 0.1% | -7.9% | 7.8% | -1.3%
CCOC(=O)C1CCN(C(=O)COc2cc(C)c(Br)c(C)c2)CC1 | -2.3% | -3.3% | -2.7% | 1.4% | -2.3% | -1.0% | -7.4% | 13.3% | -0.4%
